# ZTA DNA inh: counter-screen for EBNA-1 inhibitors: inhibitors of Epstein-Barr virus ZTA. P03206. ZTA-DNA binding, fluorescence polarization. inhibition, % at 11 µM. 320,000 compounds, 0.15% hits. AID 2234; in the data active = inhibition above about 33%
# PAD4 inh: inhibitors of human PAD4. AID 485272. 330,000 compounds, 0.41% hits. recombinant PAD4, RCA probe fluorescence polarization. inhibition, % at 6.36 µM. Q9UM07;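 active = percent inhibition above a cutoff equal to the mean of all tested compounds plus 3 SD, cut at about 15% in these data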;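 also: 0% = PAD4 with RCA probe and DMSO and 100% = probe without PAD4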
# EBNA-1 inh: blocks EBNA-1 binding to DNA; EBNA-1 DNA binding, fluorescence polarization; inhibition, % at 14.8 µM; 300,000 compounds, 0.34% hits; AID 1950; in the data active = inhibition above about 28%
# LYPLA1 inh: counter-screen for PME1 inhibitors: inhibitors of human LYPLA1. 320,000 compounds, 0.16% hits. O75608. inhibition, % at 5.9 µM. recombinant LYPLA1, FP-Rh probe fluorescence polarization;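 active = inhibition above the mean of all tested compounds plus 3 SD, set per campaign, cut at about 14% in these data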;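 also: inhibitors block serine hydrolase probe labeling of LYPLA1 so polarization falls; 0% = enzyme with DMSO and 100% = wells lacking LYPLA1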
# Target sequence (O75608 whole entry, looked up): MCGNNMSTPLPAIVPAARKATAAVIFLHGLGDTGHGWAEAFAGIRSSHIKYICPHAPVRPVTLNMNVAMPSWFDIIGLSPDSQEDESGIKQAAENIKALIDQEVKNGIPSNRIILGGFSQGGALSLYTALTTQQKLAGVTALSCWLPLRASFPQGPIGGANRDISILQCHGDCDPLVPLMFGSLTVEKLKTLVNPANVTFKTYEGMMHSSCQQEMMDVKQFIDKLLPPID
# PAFAH1B3 inh: PAFAH1B3 (human) inhibition. Q15102. recombinant PAFAH1B3, FP-rhodamine probe, fluorescence polarization. inhibition, % at 3.39 µM. 340,000 compounds, 0.28% hits. AID 492972;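 active = inhibition above the screen-wide average of all tested compounds plus 3 SD, cut at about 25% in these data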;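 also: 0% = enzyme with DMSO only and 100% = wells lacking PAFAH1B3 protein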
# Target sequence (Q15102 whole entry, looked up): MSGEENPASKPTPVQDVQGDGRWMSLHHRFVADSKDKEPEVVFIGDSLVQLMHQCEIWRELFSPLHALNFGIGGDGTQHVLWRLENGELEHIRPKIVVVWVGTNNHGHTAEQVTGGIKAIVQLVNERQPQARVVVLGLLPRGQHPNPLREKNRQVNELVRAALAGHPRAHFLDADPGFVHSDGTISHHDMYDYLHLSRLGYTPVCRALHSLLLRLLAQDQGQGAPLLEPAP
# PREPL inhibitor: inhibitors of human prolyl oligopeptidase-like enzyme PREPL; Q4J6C6; recombinant PREPL, fluorescence polarization activity-based probe; inhibition, % at 5.96 µM; 320,000 compounds, 0.68% hits; AID 2751; in the data active = inhibition above about 43%;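 also: 0% = enzyme with DMSO and 100% = wells lacking enzyme; many of its hits are not listed in these tables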
# LYPLA2 counter: counter-screen for PME1 inhibitors: inhibitors of human LYPLA2. O95372. recombinant LYPLA2, FP-Rh probe fluorescence polarization. inhibition, % at 5.9 µM. 320,000 compounds, 0.38% hits;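 active = inhibition above the screen-wide mean plus 3 SD, limit set per campaign, cut at about 26% in these data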;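 also: 0% = LYPLA2 with DMSO and 100% = wells lacking LYPLA2 enzyme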
# Target sequence (O95372 whole entry, looked up): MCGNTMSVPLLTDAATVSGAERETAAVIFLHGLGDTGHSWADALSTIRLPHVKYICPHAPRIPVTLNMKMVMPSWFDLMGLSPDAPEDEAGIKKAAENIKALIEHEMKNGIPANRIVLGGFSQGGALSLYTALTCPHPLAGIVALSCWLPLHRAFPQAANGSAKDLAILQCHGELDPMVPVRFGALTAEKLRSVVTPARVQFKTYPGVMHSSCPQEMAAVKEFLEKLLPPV
# PAFAH2 inh: inhibitors of human PAFAH2; 340,000 compounds, 0.99% hits; AID 492956; recombinant PAFAH2, FP-rhodamine activity probe, fluorescence polarization; inhibition, % at 3.39 µM; Q99487;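 active = inhibition above the mean over all tested compounds plus 3 SD, cut at about 30% in these data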;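 also: inhibitors block probe labeling of enzyme so polarization drops; 0% = enzyme with DMSO and 100% = wells lacking PAFAH2 protein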
# GSTO1 counter: GSTO1 inhibition, counter-screen for RBBP9 inhibitors | AID 1974 | inhibition, % at 5.96 µM | P78417 | 300,000 compounds, 1.1% hits | recombinant GSTO1, activity-based probe fluorescence polarization;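 active = inhibition above the campaign mean inhibition plus 3 SD, cut at about 35% in these data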;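 also: 0% = GSTO1-1 with DMSO and 100% = wells lacking GSTO1-1 enzyme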
# Target sequence (P78417 whole entry, looked up): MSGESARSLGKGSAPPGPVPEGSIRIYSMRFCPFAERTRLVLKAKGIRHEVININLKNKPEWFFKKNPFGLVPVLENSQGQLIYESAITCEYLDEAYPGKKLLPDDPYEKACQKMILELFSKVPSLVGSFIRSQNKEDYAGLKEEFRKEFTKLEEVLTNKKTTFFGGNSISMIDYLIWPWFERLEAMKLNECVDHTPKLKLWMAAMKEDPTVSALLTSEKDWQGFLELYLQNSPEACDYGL
# * = called active by the depositor; · = not tested or not shown. Not all compounds are listed. The share of hits here may be higher or lower than overall.
1	Nc1nc(NC(=O)C(Cl)(Cl)Cl)nn1-c1ccccc1
2	COc1ccc(NC(=O)C2CCN(C(=O)Cc3ccccc3)CC2)c(OC)c1
3	Cc1cc(/C=C(\C#N)c2nc3ccccc3[nH]2)c(C)n1C
4	Cc1ccc(CNC(=O)c2ccc3c(c2)S(=O)(=O)c2ccccc2C3=O)o1
5	COc1ccc(C(=O)CCc2ccc(OC)c(OC)c2)cc1
6	CC(=O)N1CCN(c2ccc(NC(=O)c3ccccc3Br)cc2Cl)CC1
7	O=C1c2ccc(-c3ccc(F)cc3OCc3ccccc3)cc2S(=O)(=O)c2cccc(C(=O)N3CCN(c4ncc(Cl)cc4Cl)CC3)c21
8	CNCc1nc2ccccc2[nH]1
9	Cc1ccc(N(C)C(=O)c2cc(S(=O)(=O)N3CCc4ccccc43)cn2C)cc1
10	CCOC(=O)c1cnc(NCc2ccccc2)nc1C
compound no.,1,2,3,4,5,6,7,8,9,10
ZTA DNA inh,9,-6,0,-16,3,6,·,5,7,14
PAD4 inh,0,0,0,-4,2,-5,2,-2,-4,1
EBNA-1 inh,1,-18,-5,0,15,-8,·,-11,-13,1
LYPLA1 inh,1,1,-2,3,-5,4,·,-1,-1,2
PAFAH1B3 inh,-1,4,5,8,13,8,4,-2,2,11
PREPL inhibitor,-1,8,23,8,3,1,5,2,3,8
LYPLA2 counter,1,3,-3,5,4,11,·,-2,1,-1
PAFAH2 inh,2,1,-4,-1,4,-2,2,-7,6,0
GSTO1 counter,21,3,9,2,-1,-104,·,6,-5,3

11	COc1cc(C(=O)NCC(=O)NC(C)c2ccc(-n3ccnc3)cc2)cc(OC)c1OC (stereo not drawn)
12	CCOc1cc(C(=O)OCc2cc(=O)n3c(C)csc3n2)ccc1OC
13	CN(Cc1cn(C)nc1-c1ccc(Oc2ccccc2)cc1)C1CCOC1 (stereo not drawn)
14	CN1CCc2c(sc(/N=C/c3cc(C(C)(C)C)ccc3O)c2C#N)C1
15	COc1cc2c(cc1NC(=S)NC(=O)/C=C/c1ccco1)oc1ccccc12
16	CCC(c1nnc(SCC(=O)Nc2ccc(N3CCOCC3)cc2)n1Cc1ccccc1)N(C)C (stereo not drawn)
17	CC1Cc2cc(-c3csc(NC(=O)Cc4cccs4)n3)ccc2N1S(C)(=O)=O (stereo not drawn)
18	COc1ccc(S(=O)(=O)N2CCCCCC2)cc1C(=O)N(C)Cc1ccc(C)cc1
19	COc1ccc(-n2ncc3c2CC(C)(C)CC3NC(=O)c2ccoc2C)cc1 (stereo not drawn)
20	Nn1c(SCC(=O)Nc2ccc(Oc3ccccc3)cc2)nnc1C1CC1
compound no.,11,12,13,14,15,16,17,18,19,20
ZTA DNA inh,15,·,-16,13,11,-9,13,4,-1,0
PAD4 inh,0,-5,-5,-9,-9,-4,-4,-4,0,3
EBNA-1 inh,-7,·,0,-4,10,-15,7,-5,6,6
LYPLA1 inh,1,·,4,1,2,-1,-18,-1,-3,1
PAFAH1B3 inh,3,7,1,9,-4,3,-4,9,6,1
PREPL inhibitor,2,-4,18,15,4,7,7,6,7,2
LYPLA2 counter,2,·,9,1,-4,-2,-24,8,3,-3
PAFAH2 inh,2,26,-7,27,-10,-1,-2,1,2,5
GSTO1 counter,11,·,0,-13,2,-13,-12,3,10,-1

21	O=C1CNC(=O)N1
22	Clc1cccc(Cl)c1Cn1cnc(=NCc2ccco2)c2[nH]cnc21
23	COc1ccc(C(=O)Oc2cc(/C=N/NS(=O)(=O)c3ccccc3)ccc2OC)cc1
24	CCOC(=O)c1ccc(-c2ccc(/C=N/NC(=O)c3cncc(Br)c3)o2)cc1
25	CN(CCc1ccccn1)C(=O)CN(C)S(=O)(=O)c1ccc2c(c1)c(=O)n(C)c(=O)n2C
26	Cc1cccc(C)c1N(CC(=O)NCc1ccccc1)C(=O)c1csnn1
27	CCN(CC)CCNC(=O)Cn1c(-c2ccccn2)nc2ccccc21
28	CCc1nnc(NC(=O)c2cccc(OC)c2)s1
29	COc1ccc([N+](=O)[O-])cc1NC(=O)CSCc1ccccc1C
30	O=C(CCc1nnc2n(Cc3ccc(F)cc3)c(=O)c3ccccc3n12)NCCN1CCOCC1
compound no.,21,22,23,24,25,26,27,28,29,30
ZTA DNA inh,-6,15,-6,-12,5,-2,5,-11,2,-3
PAD4 inh,-3,2,-1,3,1,1,-4,-2,2,-1
EBNA-1 inh,4,12,2,-16,2,-8,-9,-6,6,12
LYPLA1 inh,2,-1,-3,-3,1,1,3,-5,0,-1
PAFAH1B3 inh,6,-1,2,·,-5,-2,6,3,3,11
PREPL inhibitor,0,-10,14,3,5,-1,5,9,5,5
LYPLA2 counter,5,0,-3,0,2,-3,9,-7,6,0
PAFAH2 inh,-2,1,2,·,-1,7,-8,0,-4,0
GSTO1 counter,7,2,-5,5,6,-6,13,8,1,0

# Another view of part of the listing above:
no.	molecule	ZTA DNA inh	PAD4 inh	EBNA-1 inh	LYPLA1 inh	PAFAH1B3 inh	PREPL inhibitor	LYPLA2 counter	PAFAH2 inh	GSTO1 counter
15	COc1cc2c(cc1NC(=S)NC(=O)/C=C/c1ccco1)oc1ccccc12	11	-9	10	2	-4	4	-4	-10	2
16	CCC(c1nnc(SCC(=O)Nc2ccc(N3CCOCC3)cc2)n1Cc1ccccc1)N(C)C (stereo not drawn)	-9	-4	-15	-1	3	7	-2	-1	-13
17	CC1Cc2cc(-c3csc(NC(=O)Cc4cccs4)n3)ccc2N1S(C)(=O)=O (stereo not drawn)	13	-4	7	-18	-4	7	-24	-2	-12
18	COc1ccc(S(=O)(=O)N2CCCCCC2)cc1C(=O)N(C)Cc1ccc(C)cc1	4	-4	-5	-1	9	6	8	1	3
19	COc1ccc(-n2ncc3c2CC(C)(C)CC3NC(=O)c2ccoc2C)cc1 (stereo not drawn)	-1	0	6	-3	6	7	3	2	10
20	Nn1c(SCC(=O)Nc2ccc(Oc3ccccc3)cc2)nnc1C1CC1	0	3	6	1	1	2	-3	5	-1
21	O=C1CNC(=O)N1	-6	-3	4	2	6	0	5	-2	7
22	Clc1cccc(Cl)c1Cn1cnc(=NCc2ccco2)c2[nH]cnc21	15	2	12	-1	-1	-10	0	1	2
23	COc1ccc(C(=O)Oc2cc(/C=N/NS(=O)(=O)c3ccccc3)ccc2OC)cc1	-6	-1	2	-3	2	14	-3	2	-5
24	CCOC(=O)c1ccc(-c2ccc(/C=N/NC(=O)c3cncc(Br)c3)o2)cc1	-12	3	-16	-3	·	3	0	·	5
25	CN(CCc1ccccn1)C(=O)CN(C)S(=O)(=O)c1ccc2c(c1)c(=O)n(C)c(=O)n2C	5	1	2	1	-5	5	2	-1	6
26	Cc1cccc(C)c1N(CC(=O)NCc1ccccc1)C(=O)c1csnn1	-2	1	-8	1	-2	-1	-3	7	-6
27	CCN(CC)CCNC(=O)Cn1c(-c2ccccn2)nc2ccccc21	5	-4	-9	3	6	5	9	-8	13
28	CCc1nnc(NC(=O)c2cccc(OC)c2)s1	-11	-2	-6	-5	3	9	-7	0	8
29	COc1ccc([N+](=O)[O-])cc1NC(=O)CSCc1ccccc1C	2	2	6	0	3	5	6	-4	1
30	O=C(CCc1nnc2n(Cc3ccc(F)cc3)c(=O)c3ccccc3n12)NCCN1CCOCC1	-3	-1	12	-1	11	5	0	0	0

# Next records follow.
31	O=C(Nc1nc(-c2ccccc2)c(-c2ccccc2)s1)c1ccc(S(=O)(=O)N2CCCC2)cc1
32	O=C(CNc1cccc(S(=O)(=O)N2CCOCC2)c1)N1CCc2ccccc21
33	CCOC(=O)CCC(=O)Nc1cccc([N+](=O)[O-])c1
34	COc1ccc(CN(C)S(=O)(=O)c2nnc(NC(=O)c3ccccc3OC)s2)cc1OC
35	O=C1CN(C(=O)COC(=O)c2ccc([N+](=O)[O-])s2)c2ccccc2N1
36	CC(C)c1ccc(NC(=O)C2=NNC(=O)CC2)cc1
37	O=C(NC(=S)NNC(=O)c1ccc(Cl)cc1Cl)c1cccnc1
38	COc1ccc(C(CNC(=O)C2CC2)N(C)C)cc1 (stereo not drawn)
39	CCN(CC)S(=O)(=O)c1ccc(N/N=C/c2ccc(O)cc2O)nc1
40	Cc1c(/C(O)=C2/C(=O)C(=O)N(CCN3CCOCC3)C2c2cccs2)cnn1-c1ccccc1 (stereo not drawn)
compound no.,31,32,33,34,35,36,37,38,39,40
ZTA DNA inh,8,2,1,-22,·,1,-17,-15,2,-4
PAD4 inh,0,6,-6,-5,7,-6,1,-5,2,-2
EBNA-1 inh,-3,-4,15,1,·,0,2,-4,0,-7
LYPLA1 inh,2,0,-1,0,·,-1,-4,-3,-5,4
PAFAH1B3 inh,0,-2,12,-5,46*,-1,7,-4,12,9
PREPL inhibitor,5,7,-1,14,18,2,-8,8,11,18
LYPLA2 counter,-1,1,3,-4,·,4,-1,4,-1,-4
PAFAH2 inh,-8,10,8,-3,32*,-6,0,-7,0,3
GSTO1 counter,4,-2,-2,1,·,2,-1,4,3,-5

41	Cc1ccc(S(=O)(=O)N(C)c2ccc(C(=O)NCC(c3cccs3)N3CCOCC3)cc2)cc1 (stereo not drawn)
42	COc1cc(OC)nc(NC(=O)CCl)n1
43	COC(=O)c1c(NC(=O)CC2SC(N)=NC2=O)sc2c1CCCC2 (stereo not drawn)
44	Cc1nc2ccccc2nc1NS(=O)(=O)c1ccc(N)cc1
45	CCOc1ccc(Cc2nnc(SCC(=O)Nc3c(C)cccc3C)[nH]c2=O)cc1
46	CC1CCN(C(=O)c2ccc(NC(=O)C3CCCO3)cc2)CC1 (stereo not drawn)
47	COc1ccccc1N1CCN(S(=O)(=O)CCNC(=O)C2CCCC2)CC1
48	Nc1nc(N2CCOCC2)cc(=O)[nH]1
49	COc1ccc(-n2c(=O)c3ccccc3n(CC(=O)NC3CCCC3)c2=O)c(OC)c1
50	COc1ccc(S(=O)(=O)N2CCCCCC2)cc1C(=O)N(C)CC(=O)Nc1c(Cl)cccc1Cl
51	CC[n+]1c(/C=C/N(C)c2ccccc2)oc2ccc(Cl)cc21
compound no.,41,42,43,44,45,46,47,48,49,50,51
ZTA DNA inh,4,0,-14,-7,7,7,-10,-12,-5,17,6
PAD4 inh,2,-5,1,-9,0,2,-7,-1,0,-1,-12
EBNA-1 inh,5,-7,-10,-7,9,-22,-8,7,3,2,1
LYPLA1 inh,-1,-2,3,-5,-2,-4,0,1,4,0,-1
PAFAH1B3 inh,2,3,7,2,-4,6,3,-3,5,10,1
PREPL inhibitor,-3,-5,-4,16,-7,3,28,6,1,5,10
LYPLA2 counter,-3,1,1,-8,-1,-2,-1,-2,-2,4,1
PAFAH2 inh,0,4,-1,-1,-4,-6,-1,10,-7,2,0
GSTO1 counter,10,7,0,2,-2,-4,-4,0,1,4,3
